Compound activity (PubChem)
ATXN2 expr inh: Primary qHTS for Inhibitors of ATXN expression; HEK-293 ATXN2-luciferase reporter, luminescence, 24 h; Potency, µM (doses to about 57 µM), without a hit: at the highest dose activity change, negative = inhibition, hits mostly inhibitors; 360,000 tested, 0.72% active; AID 1745845, 2022; also: % is scaled to controls: 0 for no effect and ±100 for the full control effect; nearly all actives have a fitted effect of over 55% in size
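ATXN2-luciferase reporter cells (luciferase flanked by upstream and downstream ATXN2 gene portions) were treated 24 h at 37 °C with compounds at up to 57 uM. SteadyGlo luminescence gave expression; GF-AFC fluorescence gave viability.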
A549 tox: Nrf2 qHTS screen for inhibitors: counterscreen for cytotoxicity | 390,000 tested, 0.16% active | A549 ARE-Fluc cells, CellTiter-Fluor viability, 18-24 h | Potency, µM (titrated, usually from 46 µM), for inactives: at the highest dose activity change, negative = cytotoxicity, hits mostly inhibitors; also: % is scaled to controls: 0 for no effect and ±100 for the full control effect
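Cytotoxicity counterscreen: CellTiter-Fluor fluorescence was measured in A549 ARE_Fluc cells after 18-24 h of compound exposure in a concentration series. The subsequent BugLite luminescent read reports ARE-luciferase activity.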
EPAC2 antagonist: qHTS for Antagonist of cAMP-regulated guanine nucleotide exchange factor 2 (EPAC2): primary screen; Rap guanine nucleotide exchange factor 4 (Homo sapiens), Q8WZA2; EPAC2 GEF exchange of Rap1B-BODIPY-GDP, fluorescence; Potency, µM (series often up to 114 µM), inactives show at the highest dose activity, negative = inhibition, usual class: inhibitors; 360,000 tested, 0.18% active; AID 720708, 2013; also: % is scaled to controls: 0 for no effect and ±100 for the full control effect; nearly all actives have a fitted effect of over 45% in size; many of its hits are not listed in these tables
Target sequence (Q8WZA2 whole entry, looked up): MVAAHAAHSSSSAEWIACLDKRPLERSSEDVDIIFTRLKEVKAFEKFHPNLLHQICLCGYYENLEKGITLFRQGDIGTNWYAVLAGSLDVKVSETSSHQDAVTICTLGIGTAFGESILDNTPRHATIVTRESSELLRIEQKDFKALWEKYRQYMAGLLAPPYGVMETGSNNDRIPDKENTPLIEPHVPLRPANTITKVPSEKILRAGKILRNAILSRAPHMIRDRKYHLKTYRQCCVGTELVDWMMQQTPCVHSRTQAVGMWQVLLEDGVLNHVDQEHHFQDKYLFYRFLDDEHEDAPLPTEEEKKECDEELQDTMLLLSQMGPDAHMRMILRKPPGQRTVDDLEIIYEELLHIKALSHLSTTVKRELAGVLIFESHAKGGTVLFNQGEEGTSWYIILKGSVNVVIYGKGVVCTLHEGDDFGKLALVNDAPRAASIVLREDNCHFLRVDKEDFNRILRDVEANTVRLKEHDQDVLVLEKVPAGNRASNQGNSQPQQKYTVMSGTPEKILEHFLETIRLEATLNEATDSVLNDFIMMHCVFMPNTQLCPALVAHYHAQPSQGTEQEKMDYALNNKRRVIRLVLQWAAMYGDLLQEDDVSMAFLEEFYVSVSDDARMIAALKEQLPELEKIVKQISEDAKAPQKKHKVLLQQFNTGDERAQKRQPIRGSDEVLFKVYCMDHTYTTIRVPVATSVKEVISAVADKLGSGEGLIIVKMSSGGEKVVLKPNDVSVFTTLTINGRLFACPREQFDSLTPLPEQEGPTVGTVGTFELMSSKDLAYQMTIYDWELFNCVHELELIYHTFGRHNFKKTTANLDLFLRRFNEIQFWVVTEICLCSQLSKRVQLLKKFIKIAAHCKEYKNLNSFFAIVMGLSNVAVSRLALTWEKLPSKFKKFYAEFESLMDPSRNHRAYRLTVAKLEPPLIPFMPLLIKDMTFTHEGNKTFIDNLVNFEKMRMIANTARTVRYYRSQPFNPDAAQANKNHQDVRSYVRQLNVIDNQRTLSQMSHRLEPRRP
TGFb SMAD3 inh: qHTS for Inhibitors of TGF-b; HepG2 CAGA-GFP TGF-b/SMAD3 reporter, GFP fluorescence, 18 h; TGF-beta stimulated, 500 pg/mL final; Potency, µM (doses to about 46.1 µM), for the others: at the highest dose activity, negative = inhibition, actives largely listed as inhibitors; 410,000 tested, 1.2% active; also: % is scaled to controls: 0 for no effect and ±100 for the full control effect; nearly all actives have a fitted effect of over 65% in size
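Using HEPG2 CAGA-GFP reporter cells at 1000 cells/well, we pinned test compounds, stimulated with recombinant TGF-beta (500 pg/mL final) and measured total well GFP after 18 h.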
HepG2 viability: qHTS for Inhibitors of TGF-b: Cytotox Counterscreen; HepG2 CAGA-GFP viability, ATP luminescence, 18 h; Potency, µM (doses to about 46.1 µM), for inactives: at the top dose activity change, negative = cytotoxicity, most hits filed as cytotoxic; 410,000 tested, 0.76% active; also: some results filed as inactive show a strong effect at the top dose
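HepG2 CAGA-GFP cells (1000/well, DMEM with 1% FBS) received compound, then TGF-beta at 500 pg/mL final, and were incubated 18 hours at 37 degrees C. Viability was read by CellTiter-Glo luminescence. Media-only wells were set as complete cell-killing and DMSO as no toxicity.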
MCF10A rerep: A quantitative high throughput screen for small molecules that induce DNA re-replication in MCF 10a normal breast cells. Potency, µM (series often up to 46.1 µM), inactives show at the top dose activity, positive = re-replication, actives largely listed as activators. 350,000 tested, 2.9% active. MCF 10A DNA re-replication, Hoechst nuclear intensity, 48 h; also: % of control where 0% means no effect; nearly all actives have a fitted effect of over 50% in size
ATXN viability: Viability Counterscreen for Primary qHTS for Inhibitors of ATXN expression; S2 cells (HEK-293 line with an ATXN2-luciferase reporter) viability, CellTiter-Fluor protease fluorescence, 24 h; AID 651635, 2014; 400,000 tested, 0.49% active; Potency, µM (top dose mostly 56.7 µM), usual class: cytotoxic; also: nearly all actives have a fitted effect of over 40% in size
Nrf2 block: Nrf2 qHTS screen for inhibitors | A549 ARE-Fluc reporter, luciferase luminescence, 18-24 h | Potency, µM (titrated, usually from 46 µM), for inactives: top-dose activity change, negative = inhibition, hits mostly inhibitors | 360,000 tested, 2.1% active; also: % is scaled to controls: 0 for no effect and ±100 for the full control effect; nearly all actives have a fitted effect of over 60% in size
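Nrf2 function is reported as luminescence of an ARE-controlled luciferase in A549 cells. Compounds were tested at several concentrations, and a CellTiter-Fluor read on the same wells flagged cytotoxicity.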
Nrf2 activator: qHTS of Nrf2 Activators; AREc32 ARE-luciferase reporter (MCF7-derived line), luminescence, 24 h; Potency, µM (titrated, usually from 46.1 µM), without a hit: at the highest dose activation, usual class: activators; 410,000 tested, 0.31% active; AID 624171, 2012; also: % of control where 0% means no effect; nearly all actives have a fitted effect of over 65% in size
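AREc32 cells carrying an ARE-driven firefly luciferase reporter were seeded at 1000 cells/well in OPTI-MEM with 5% FBS, then exposed to compound for 24 hr at 37 deg C. Luminescence was read with Steady-Glo after 30 min at RT.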
Numbers without * were called inactive; i = inactive; ? = inconclusive; · = no result given; & = joins results of further samples; [ ] = dose if it differs, or a comment. Calls follow the shape of the dose curve; as a rule, active = well fitted curve in the direction sought with a large enough effect; inconclusive = small, poorly fitted or top-dose-only effect, or another doubt; inactive = no such curve, though single readings can be large; an effect the other way counts as inactive or inconclusive. Potency is read from the fitted curve at half-maximal effect. This is a subset; count on the stated rates, not on these rows.

entry	Structure	ATXN2 expr inh	EPAC2 antagonist	Nrf2 block	ATXN viability	Nrf2 activator	TGFb SMAD3 inh	MCF10A rerep	A549 tox	HepG2 viability
1	COc1ccc(CN2C(=O)CC(Cc3cc(C)cc(C)c3)C2=O)cc1OC (stereo not drawn)	-1%	-8%	-11%	i	0.0%	22%	22%	-1%	2%
2	O=C1c2ccccc2-c2ccccc2NC1O (stereo not drawn)	·	-5%	·	i	-0.7%	6%	·	·	0%
3	Cc1ccc2nc(SCC(=O)c3ccc(Cl)s3)[nH]c2c1	27%	-1%	2%	?	4.9%	-16%	-3%	-2%	-13%
4	COc1ccc(C)cc1S(=O)(=O)N1CCCC(N2CCN(c3ccccc3)CC2)C1 (stereo not drawn)	·	4%	·	i	0.6%	0%	·	·	2%
5	COc1ccc(N2CC(NC(=O)C(=O)c3c(C)[nH]c4ccccc34)CC2=O)cc1 (stereo not drawn)	·	·	·	·	4.0%	-10%	·	2%	-1%
6	CC1CCC(C(C)C)C(OC(=O)COC(=O)c2ccc(=O)[nH]c2)C1 (stereo not drawn)	4%	-9%	?	i	-0.1%	-23%	?	-17%	-29%
7	Cc1c(NC(=O)C(C)OC(=O)CNC(=O)c2ccccc2)c(=O)n(-c2ccccc2)n1C (stereo not drawn)	·	-1%	3%	·	-0.3%	-9%	1%	-10%	-3%
8	CC12CC3CC(C)(C1)CC(C(O)CN1CCOCC1)(C3)C2 (stereo not drawn)	-12%	-15%	3%	i	-0.8%	-15%	25%	-2%	2%
9	COC(=O)c1c(C)[nH]c(C(=O)COC(=O)CCNS(=O)(=O)c2cccc(C(F)(F)F)c2)c1C	-23%	-18%	1%	i	0.0%	-15%	20%	3%	0%
10	COC(=O)[C@H](CC(C)C)NCc1cccc(CN[C@@H](CC(C)C)C(=O)OC)c1	-1%	4%	-1%	?	3.1%	?	?	-3%	-28%
11	O=C(Cc1ccccc1)NC(NC(=S)Nc1cc(Cl)ccc1Cl)C(Cl)(Cl)Cl (stereo not drawn)	-1%	13%	?	i	2.5%	-5%	?	-2%	5%
12	Cc1cccc(N(CC(=O)NC2CCCC2)C(=O)CCC(=O)Nc2cc(C)on2)c1	7%	2%	-11%	i	0.3%	-17%	1%	5%	10%
13	Cc1cc(CNC(=O)c2ccc3oc(C(C)C)nc3c2)nn1C	3%	-4%	2%	i	-0.7%	-2%	-1%	5%	-11%
14	CC1(C)CC(=O)C2=C(C1)OC(N)=C(C#N)C2Cc1ccccc1 (stereo not drawn)	-1%	-7%	-19%	i	3.7%	14%	-1%	11%	-4%
15	COc1ccc(-c2nc3sc(CCNC(=O)Cc4ccccc4)c(C)n3n2)cc1	·	·	·	·	4.7%	-31%	·	4%	-27%
16	CCCNC(=O)c1c(N)n(-c2cccc(OC)c2)c2nc3ccccc3nc12	?	-1%[57.1 µM]	?	·	-0.7%	?	7.3µM*	-1%	-30%
17	COC(=O)c1cc(C)ccc1OCc1ccc([N+](=O)[O-])cc1	25%	-7%	?	i	3.8%	6%	10%	5%	-3%
18	COc1cccc(N2C(=O)C3CCCN3C2c2ccc(N(C)C)cc2)c1 (stereo not drawn)	-9%	-14%	-14%	i	0.3%	-19%	0%	0%	-16%
19	Cn1c(=O)c2ncn(CC(=O)NC3CCCCCC3)c2n(C)c1=O	7%	-3%	-4%	i	0.2%	15%	1%	0%	-19%
20	CCOC(=S)N/C(=N\S(=O)(=O)c1ccccc1)c1ccccc1	11%	13%	-5%	i	-0.5%	-7%	-4%	5%	6%
21	Cc1ccc(SCc2nc(N)nc(Nc3ccccc3C)n2)cc1C	·	2%	1%	i	3.0%	-17%	-1%	-9%	-9%
22	Cc1cc(C)c(C)c(S(=O)(=O)Nc2ccccc2C(=O)NN2CCOCC2)c1C	3%	-18%	3%	i	-0.6%	-4%	1%	-15%	-5%
23	O=C(Nc1cccc(C(=O)NC2CC2)c1)c1ccccc1	7%	-1%	-25%	i	-0.1%	14%	-15%	0%	-1%
24	C=CCn1c(SCC(=O)Nc2sc(C)c(C)c2C(=O)OCC)nnc1-c1sc(N)nc1C	-12%	-9%	·	i	5.8%	?	20%	5%	0%
25	O=C1C2(c3ccccc3)CN(CCO)CC1(c1ccccc1)CN(CCO)C2	5%	23%	·	i	0.3%	-2%	-5%	-1%	-6%
26	CCOC(=O)N1CCN(C(=O)c2ccc3c(c2)N(CC)CCS3)CC1	8%	-1%	-18%	i	0.5%	-1%	1%	0%	-16%
27	COc1ccccc1Nc1ccc(N)cc1	-29%	11%	-7%	i	-0.1%	?	2%	2%	-23%
28	CC(=O)Nc1ccc(NC(=O)C(C)OC(=O)/C(C#N)=C/c2ccc(N(C)C)cc2)cc1 (stereo not drawn)	49%[activator]	14%	10%	i	4.3%	-6%	12%	-6%	5%
29	CCNc1c(NC(=O)c2ccc3c(c2)OCO3)c(=O)oc2ccccc12	·	-14%	-3%	i	-0.8%	-8%	14%	-5%	-1%
30	Cc1ccc(NC(=O)CSc2nc3ccc(NC(=O)CCc4ccccc4)cc3s2)c(C)c1	6%	·	0%	i	-1.3%	13%	·	-11%	7%
31	CCN(CC(=O)Nc1ccc(NC(C)=O)cc1)C(=O)c1sc2nc3n(c(=O)c2c1C)CCC3	4%	-21%	7%	i	-1.4%	0%	-2%	0%	6%
32	Cc1cccc(N(C)S(=O)(=O)c2ccc(-c3cnc(C4CC4)o3)cc2)c1	·	-19%	?	?	-0.6%	7.9µM*	23µM*	5%	-2%
33	CCOc1ccc(OCC)c(NC(=O)C2CCN(S(=O)(=O)c3ccc4c(c3)CC(C)N4C(C)=O)CC2)c1 (stereo not drawn)	-8%&-19%	?	?	i	2.5%&-0.4%	-21%&0%	14%	8%&9%	-11%&-45%
34	COc1ccc(CN2CCCN(CC(=O)Nc3cc(C)ccc3C)S2(=O)=O)cc1	-16%	·	?	i	-0.2%	?	·	-7%	-14%
35	NC1=NC(=O)/C(=C\c2ccsc2)S1	4%[11.3 µM]	2%	-15%	?	?	-14%	5%	-4%	-11%
36	c1ccc(NC2=NCCN2CCCC2CCCCC2)cc1	-31%	18%	4%	i	0.6%	-12%	9%	-2%	-14%
37	O=C(Cc1ccc(Cl)cc1)NNC(=S)NC(=O)c1cccnc1	9%	-3%	6%	i	-0.5%	8%	-5%	-3%	0%
38	CSc1ccccc1NC(=O)CN(C)CC(=O)Nc1ccc(Cl)cc1[N+](=O)[O-]	-20%	3%	-2%	i	2.1%	10%	12%	1%	4%
39	CC(C)C[C@@H](CN)NC(=O)c1nc[nH]c1C(=O)N[C@@H](Cc1c[nH]c2ccccc12)C(=O)CNC[C@H](C)NC(=O)c1nc[nH]c1C(=O)N[C@@H](CC(=O)O)C(=O)O	4%	11%	17%	i	4.1%	2%	-3%	8%	-3%
40	COc1cccc(CNC(=O)C2CCN(S(=O)(=O)c3cn(C)cn3)CC2)c1	·	·	·	·	0.3%	-3%	·	0%	-5%
41	C[C@H](O)[C@@H]1C(=O)N2CCc3ccc(-c4cccc(F)c4)cc3[C@@H]2C[C@@H]1N(C)S(=O)(=O)c1ccccc1	-38%	-11%	?	i	11%	?	-10%	-14%	4%
42	CN1C2C=C3C(C#N)=C(N)C(C#N)(C#N)[C@H](c4c(F)cccc4F)[C@H]3C1CC2 (stereo partly drawn)	-14%	0%	1%	i	5.9%	2%	1%	7%	-15%
43	CC1=C/C(=C\c2ccc3c(c2)OCO3)C(=O)S1	-7%	2%	2%	i	?	1%	15%	0%	-2%
44	COc1ccc2[nH]c(=O)c(-c3nnn(-c4ccc(F)cc4)n3)cc2c1	-11%	5%	6%	i	-0.5%	-2%	2%	-14%	-8%
45	O=C1CSC(c2ccccc2F)N1c1cc(Cl)ccc1O (stereo not drawn)	3%	-8%	0%	i	2.1%	5%	2%	1%	6%
46	Cc1cc(C(=O)N2CCC2(C)C(=O)O)nn1C(C)(C)C (stereo not drawn)	6%	0%	·	i	0.5%	4%	·	·	-1%
47	CNC(=O)COc1coc(CN2CCN(c3ccccc3)CC2)cc1=O	5%	0%	?	i	-0.9%	-13%	-1%	0%	-7%
48	CCOC(=O)N1CCN(C(=O)c2cc3c(s2)-c2ccc(Cl)cc2S(=O)(=O)C3)CC1	0%	-12%	-5%	i	-0.4%	0%	?	5%	-2%
49	Cc1ccccc1Cn1c(CN2CCCC(C)C2)nc2c1c(=O)n(C)c(=O)n2C (stereo not drawn)	12%	·	4%	i	-0.1%	-4%	·	-2%	1%
50	COc1cccc(-n2c(SCC(N)=O)nnc2-c2ccco2)c1	-11%	-1%	-5%	i	-0.6%	-11%	4%	-1%	5%

Some of these compounds in order of their number in TGFb SMAD3 inh, ascending.
cpd	Structure	EPAC2 antagonist	TGFb SMAD3 inh
35	NC1=NC(=O)/C(=C\c2ccsc2)S1	2%	-14%
36	c1ccc(NC2=NCCN2CCCC2CCCCC2)cc1	18%	-12%
28	CC(=O)Nc1ccc(NC(=O)C(C)OC(=O)/C(C#N)=C/c2ccc(N(C)C)cc2)cc1 (stereo not drawn)	14%	-6%

Next section:
entry	Structure	ATXN2 expr inh	EPAC2 antagonist	Nrf2 block	ATXN viability	Nrf2 activator	TGFb SMAD3 inh	MCF10A rerep	A549 tox	HepG2 viability
51	CC1CCCC(C)N1C(=O)CSc1nnc(C2CCCCC2)o1 (stereo not drawn)	23%	5%	14%	i	0.2%	-2%	?	2%	-16%
52	CC(OC(=O)c1ccc(NC(=O)CC#N)cc1)C(=O)Nc1ccc(S(=O)(=O)N2CCCC2)cc1 (stereo not drawn)	·	9%	·	i	-0.9%	10%	·	·	-14%
53	O=C1C=CC(=O)C(C2=C3C(=O)N(CCc4ccccc4)CC(=O)N3CCC2)=C1	?	-1%	-11%	?	?	?	7.3µM*	-16%	-13%
54	COc1ccc(C(=O)OC(C)C(=O)NC(C)CCc2ccccc2)cc1OC (stereo not drawn)	·	1%	?	i	0.5%	-3%	0%	-2%	-24%
55	COc1ccc(-n2c(=S)[nH]c3ccccc32)cc1	14%	10%	-7%	?	3.3%	-2%	1%	-18%	-2%
